OX1R antag-1: blocks the human orexin 1 receptor. O43613. CHO/OX1R cells, Fluo-8 calcium fluorescence, orexin A. inhibition, % at 5 µM. 330,000 tested, 0.43% active. AID 434989;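 active = inhibition above its plate's threshold, mean inhibition of all tested compounds on the plate plus 3 SD, cut at about 37% in these data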;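 also: 0% = orexin A challenge wells and 100% = SB-334867-A antagonist wells; not every result past the cut was called active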
Target sequence (O43613 whole entry, looked up): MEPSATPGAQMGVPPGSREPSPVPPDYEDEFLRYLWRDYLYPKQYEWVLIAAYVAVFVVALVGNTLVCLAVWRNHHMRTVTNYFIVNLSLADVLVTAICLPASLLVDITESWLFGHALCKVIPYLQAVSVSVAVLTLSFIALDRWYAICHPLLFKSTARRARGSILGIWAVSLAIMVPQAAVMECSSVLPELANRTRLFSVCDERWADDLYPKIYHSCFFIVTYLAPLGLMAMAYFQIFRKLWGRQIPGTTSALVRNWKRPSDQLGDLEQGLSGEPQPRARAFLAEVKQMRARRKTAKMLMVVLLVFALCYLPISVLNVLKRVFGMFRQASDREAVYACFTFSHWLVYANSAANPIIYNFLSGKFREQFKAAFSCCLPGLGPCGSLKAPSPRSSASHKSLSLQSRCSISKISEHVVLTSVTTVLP
STK33 kinase inh: inhibitors of human STK33 kinase | AID 2661 | inhibition, % at 10 µM | purified STK33, MBP phosphorylation, ADP-Glo luminescence | 320,000 tested, 0.073% active;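 active = inhibition at or above 25%, using the most active replicate where run in duplicate; inactive = inhibition below 25%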
Target sequence (Q9BYT3 whole entry, looked up): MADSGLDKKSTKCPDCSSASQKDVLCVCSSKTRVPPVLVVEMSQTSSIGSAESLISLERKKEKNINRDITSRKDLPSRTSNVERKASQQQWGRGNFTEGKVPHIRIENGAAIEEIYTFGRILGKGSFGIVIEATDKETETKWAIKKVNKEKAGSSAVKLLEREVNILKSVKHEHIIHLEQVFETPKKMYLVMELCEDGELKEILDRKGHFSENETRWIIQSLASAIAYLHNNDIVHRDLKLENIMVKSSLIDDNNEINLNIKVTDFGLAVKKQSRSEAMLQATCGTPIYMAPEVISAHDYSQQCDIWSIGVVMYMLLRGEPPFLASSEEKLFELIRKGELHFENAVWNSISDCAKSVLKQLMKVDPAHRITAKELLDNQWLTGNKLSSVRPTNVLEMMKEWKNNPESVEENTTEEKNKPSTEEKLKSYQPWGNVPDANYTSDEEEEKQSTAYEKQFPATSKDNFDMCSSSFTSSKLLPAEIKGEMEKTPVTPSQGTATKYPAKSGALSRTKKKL
OX1R antag-2: antagonists of human orexin 1 receptor (OX1R); O43613; OX1R-expressing cells, FRET antagonist read-out; inhibition, % at 6.6 µM; 330,000 tested, 1.8% active; AID 485270; in the data active = inhibition mostly above about 38%, no sharp cut-off; inactive = mostly below about 40%;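 also: 0% = agonist challenge alone and 100% = reference antagonist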
An asterisk follows results filed as active; . = not tested or not shown.

SMILES	OX1R antag-1	STK33 kinase inh	OX1R antag-2
COc1cccc2cc(C(=O)Nc3ccccc3C)/c(=N/NS(=O)(=O)c3ccccc3)oc12	-18	-0.7	13
O=C1c2cccnc2Nc2ccccc2N1CCCF	-25	-1.8	4
CCOC(=O)N1CCC(NC(=O)c2cnn3ccccc23)CC1	-15	0.4	7
O=C(O)/C=C/c1ccc2noc(-c3ccccc3)c2c1	-2	24	1
CCCOc1cccc(C(=O)N(Cc2cccs2)C2CCS(=O)(=O)C2)c1 (stereo not drawn)	-37	-1.4	19
Cc1cccc(Cc2c(C)nc3nc(SCC(=O)NCc4ccco4)nn3c2C)c1	-9	-2.0	37
CC(C)CCn1cnc2c(sc3nc4c(cc32)CSC(C)(C)C4)c1=O	-16	.	8
Cc1c(Cc2ccccc2)c(=O)oc2c(C)c(OCC(=O)NCc3ccccn3)ccc12	-5	-0.8	-3
C=CCN1C(=O)/C(=C\c2cc(Br)c(OCc3ccccn3)c(OC)c2)SC1=S	-12	-0.9	8
COc1cccc(Cn2c(=O)c3[nH]cnc3n(-c3ccccc3C)c2=O)c1	-10	-0.4	1
CC(C)c1cc(C(C)C)c(S(=O)(=O)N2c3ccccc3[C@@]3(Br)C[C@H]4C(=O)N[C@@H](Cc5ccccc5)C(=O)N4[C@@H]23)c(C(C)C)c1	-28	0.6	19
CSc1ccccc1NC(=O)CN(C)CC(=O)c1c(C)[nH]c2ccccc12	11	-0.3	28
CCCC(=O)N(CCN1CCOCC1)c1nc2c(OCC)cccc2s1	-22	0.8	23
COc1ccc(Nc2nc(N)nc(CN3CCc4ccccc4C3)n2)cc1	-18	-0.5	5
Cc1ccccc1C(=O)O/N=C1\CCS(=O)(=O)c2sccc21	-23	-1.4	22
C=CCN(CC=C)S(=O)(=O)c1ccc(NC(=S)NC(=O)Cc2ccc(OC)cc2)cc1	8	0.0	12
CC(=O)N1CCc2cc(S(=O)(=O)CCC(=O)N(C)c3cc(C)ccc3C)ccc21	-14	0.9	16
Cc1nnc(SCC(=O)Nc2ncc(Cc3ccc(F)cc3)s2)n1N	-5	1.1	3
CN(C)S(=O)(=O)c1ccc2nnn(OCC(=O)NC34CC5CC(CC(C5)C3)C4)c2c1	-21	.	7
CCOC(=O)c1c(C)oc2cc(Br)c(OC)cc12	-3	0.5	1
C=C(C)C1CC=C(C)/C(=N/NC(=O)c2cccs2)C1 (stereo not drawn)	-22	-1.5	14
COC(=O)\C(C(C)=O)=C(/C=C/C=C/C=C/N(C)C)N(C)C	-19	.	25
CS(=O)(=O)n1nc(-c2ccc(Cl)cc2)nc1SCc1ccccc1	-4	-0.8	15
O=C(NCCN1CCOCC1)C1CCCN(S(=O)(=O)c2ccc(F)cc2)C1 (stereo not drawn)	-18	-2.9	7
Cc1ccc(/C=C2\SC(=S)N(c3c(C)n(C)n(-c4ccccc4)c3=O)C2=O)cc1	-34	0.0	10
CN(C(=O)Nc1ccccc1)n1cnc2ccccc2c1=O	-5	-0.2	0
Cn1c(=O)c2[nH]c(SCC(=O)c3ccc(F)cc3)nc2n(C)c1=O	-18	-0.3	8
Cc1cnc(C(=O)Nc2ccc(C)c(S(=O)(=O)N3CCCCC3)c2)cn1	-32	-0.5	-4
COc1ccc2c(OC)c3ccoc3nc2c1OC	6	0.0	15
CC(=O)c1c(OCC(=O)O)ccc2c(C)cc(=O)oc12	22	-1.7	6
S=C(NCCc1ccccn1)Nc1cccc(Cl)c1	-21	-0.4	3
Cc1ccc(NC(=O)c2ccc3c(c2)CCN3S(C)(=O)=O)c(C)c1	-7	-0.5	26
CCOC(=O)c1c(C)[nH]c(C(=O)OCc2ccccc2)c1C	-44	-0.7	19
O=C(CCCOc1ccc(Cl)cc1Cl)Nc1ccc(O)cc1C(=O)O	-1	-0.8	-1
COc1ccc(CN2CCc3ccccc3C2)c(OC)c1OC	-25	-1.0	7
O=C(NN1C(=O)C2C3C=CC(O3)C2C1=O)c1ccccc1 (stereo not drawn)	-8	-1.1	10
CC(=O)N1c2ccc(S(=O)(=O)NCCC(=O)NCc3ccc(N(C)C)cc3)cc2CC1C (stereo not drawn)	-39	-0.9	1
COc1cccc(NC(=S)N(Cc2cccc(Br)c2)CC2CCC(C(=O)O)CC2)c1 (stereo not drawn)	-7	-1.0	4
O=C(CN1CCN(C(=O)c2ccc(OCc3cn4ccccc4n3)cc2)CC1)Nc1cccc(F)c1	-24	0.1	6
CSCCC(N=CC1=C(O)CC(C)(C)CC1=O)C(=O)O (stereo not drawn)	-5	-0.5	21
C=CCn1c(SCC(=O)N(CCOC)c2c(N)n(CCCC)c(=O)[nH]c2=O)nnc1-c1ccc(Cl)cc1	-14	.	18
NC(=O)CC(NC(=O)c1ccc(Br)cc1)c1ccc(N2CCN(c3ccc(F)cc3)CC2)c([N+](=O)[O-])c1 (stereo not drawn)	-8	2.6	16
COc1cccc2c(Cl)c(CCCl)c(C)nc12	3	-0.2	26
c1ccc(NC2=Nc3cccc4cccc2c34)cc1	-30	2.6	23
CC12CCC(=O)N1C(C(=O)Nc1nc(-c3ccccc3Cl)cs1)CS2 (stereo not drawn)	-26	0.2	14
C/C(CCN1CCc2nc(-c3ccccc3)c(-c3ccccc3)cc2C1)=N\O[C@@H](C)c1cc(-c2c(C)cc(C)cc2C)no1	-28	-1.7	18
Cc1nc(C2CCC3C4CCC5=CC(=O)CC[C@]5(C)C4CC[C@]23C)cs1 (stereo partly drawn)	-8	0.3	4
O=C(NCC1CCCO1)C1CCN(C2CCN(C3CCCCCC3)CC2)CC1 (stereo not drawn)	-16	0.2	13
CC(=O)c1c(N2CCOCC2)nc(=O)n(-c2ccccc2)c1C	-6	-0.9	27
COc1ccc(C(CNC(=O)c2oc3c(Cl)cccc3c2C)N2CCCC2)cc1 (stereo not drawn)	-26	0.0	20
O=C(O)CNC(=O)CC1S/C(=N/N=C2\CSC(=O)N2)NC1=O (stereo not drawn)	-5	-0.5	9
COc1cc(/C=C(/NC(=O)c2ccccc2)C(=O)Nc2cccc(O)c2)c([N+](=O)[O-])cc1OC	-12	-1.5	11
COc1ccc(N(CC(=O)NCc2ccncc2)S(=O)(=O)c2ccccc2[N+](=O)[O-])c(OC)c1	-7	-0.7	20
O=C(CSc1nnc(CNC(=O)c2ccc(F)cc2)o1)NCc1ccc2c(c1)OCO2	-7	-1.0	21
COc1ccc(/C=C2/SC(=S)N(CCCC(=O)Nc3ccc(O)cc3)C2=O)cc1	-3	0.5	12
O=C(COC(=O)c1cc(Cl)nc(Cl)c1)NC1CCCCCC1	-2	1.8	-1
Cc1cc(C)c2ccc(=S)[nH]c2n1	-24	-0.9	24
CC(C)n1cc(C(=O)NC2CC(C)(C)Cc3c2cnn3-c2ccccc2)cn1 (stereo not drawn)	-24	1.1	16
O=C(NCc1cccnc1)C1CCC(c2ccc(Cl)cc2)CC1 (stereo not drawn)	-12	-1.1	42
Cc1cccc(-c2nc3ccccc3c(=O)n2NC(=O)/C=C/c2ccc([N+](=O)[O-])cc2)c1	-24	1.9	18
Next part
SMILES	OX1R antag-1	STK33 kinase inh	OX1R antag-2
Cc1ccc(C)c(OCCC(=O)N2CCN(S(=O)(=O)c3cc(C)ccc3C)CC2)c1	-36	-0.4	11
Nn1c(CSc2ccccn2)nc2ccccc2c1=O	-13	-2.1	18
O=C(N/N=C/c1cc([N+](=O)[O-])ccc1O)c1c[nH]c2ccccc12	-2	-1.1	16
CN(C)S(=O)(=O)c1cccc(NC(=O)COc2ccc3ccccc3c2)c1	22	-0.7	1
CN1C(=O)C2(NC(=O)c3ccccc3N2C)c2ccccc21 (stereo not drawn)	-1	0.8	5
Cc1ccc(NC(=O)OCCNC(=O)OC(C)C)cc1	-14	-1.4	9
COc1ccc(N2C(=O)c3ccc(NC(C)=O)cc3C2=O)cc1	9	-2.0	22
CCCC(=O)Nc1ccc2c(c1)nc(CN1CCN(C(C)=O)CC1)n2C	-4	.	39
Nc1ncnc2c1ncn2[C@@H]1O[C@H](CNC(=O)[C@@H](N)Cc2ccccc2)[C@@H](O)[C@H]1O	-3	.	1
Cc1ccc(-n2c(-c3ccccc3)n[nH]c2=S)c(C)c1	-5	-11	-10
COc1ccc(-n2nc3cc(C)c(NC(=O)c4cccnc4)cc3n2)cc1	-4	-0.1	16
COc1ccc(-n2c(Cc3cc(=O)[nH]c(=O)[nH]3)nnc2SCC(=O)N2CCC(C)CC2)cc1	-1	0.1	7
FC(F)Sc1ccc(N=C2NN=C(c3ccc4c(c3)OCCO4)CS2)cc1	-1	-0.7	6
Cc1ccccc1C(=O)NNC(=O)C12CC3CC(CC(C3)C1)C2	1	-2.4	1
O=C(NC1CCCc2ccccc21)c1ccc(F)cc1F (stereo not drawn)	-5	-1.4	1
CN(CC(=O)Nc1ccc(C#N)cc1)Cc1ccc(Cl)c(Cl)c1	-19	-0.8	23
COn1c(C)c(C(C)=O)c2c3no[n+]([O-])c3ccc21	-6	-0.6	22
COc1ccc(NC(=O)C(=S)N2CCCC2)cc1	-11	0.1	15
COc1ccc(/C=N/NC(=O)c2cc(C)oc2C)cc1OCc1ccccc1	-17	0.2	19
CC(C)(C)C(=O)N=C1SC2CS(=O)(=O)CC2N1c1ccc2c(c1)OCO2 (stereo not drawn)	-11	-1.1	5

In a second layout: results already given.
Each structure is followed by: OX1R antag-1	STK33 kinase inh	OX1R antag-2
Cc1ccc(C)c(OCCC(=O)N2CCN(S(=O)(=O)c3cc(C)ccc3C)CC2)c1
  -36	-0.4	11
Nn1c(CSc2ccccn2)nc2ccccc2c1=O
  -13	-2.1	18

(next part)
SMILES	OX1R antag-1	STK33 kinase inh	OX1R antag-2
O=C(NCc1ccccc1)C1CC(=O)N(C2CCCCCC2)C1 (stereo not drawn)	-13	1.3	19
COC(=O)Cn1cnc2c(C#N)c3n(c2c1=O)CCCC3	-2	-0.7	14
C/C(=N\NC(=O)c1ccc(CSc2nc(C)cc(C)n2)cc1)C1CCCCC1	-12	-2.5	20
Cc1nnc(SCC(=O)N2CCc3ccccc32)n1-c1ccccc1	-42	-1.5	12
O=C(c1ccc(F)cc1)N1CCC(n2nnc3ccccc32)CC1	-11	-1.4	5
CC1CC(C)CN(C(=O)CSc2nc(Cc3cccs3)nc3ccccc23)C1 (stereo not drawn)	-5	-0.2	22
CCn1c(SCC(=O)N2CCCCC2)nc2c(c1=O)SCC2	-19	0.3	35

Structures listed so far containing an aryl methoxy group, in the order listed:
SMILES	OX1R antag-1	STK33 kinase inh	OX1R antag-2
COc1cccc2cc(C(=O)Nc3ccccc3C)/c(=N/NS(=O)(=O)c3ccccc3)oc12	-18	-0.7	13
C=CCN1C(=O)/C(=C\c2cc(Br)c(OCc3ccccn3)c(OC)c2)SC1=S	-12	-0.9	8
COc1cccc(Cn2c(=O)c3[nH]cnc3n(-c3ccccc3C)c2=O)c1	-10	-0.4	1
COc1ccc(Nc2nc(N)nc(CN3CCc4ccccc4C3)n2)cc1	-18	-0.5	5
C=CCN(CC=C)S(=O)(=O)c1ccc(NC(=S)NC(=O)Cc2ccc(OC)cc2)cc1	8	0.0	12
CCOC(=O)c1c(C)oc2cc(Br)c(OC)cc12	-3	0.5	1
COc1ccc2c(OC)c3ccoc3nc2c1OC	6	0.0	15
COc1ccc(CN2CCc3ccccc3C2)c(OC)c1OC	-25	-1.0	7
COc1cccc(NC(=S)N(Cc2cccc(Br)c2)CC2CCC(C(=O)O)CC2)c1 (stereo not drawn)	-7	-1.0	4
COc1cccc2c(Cl)c(CCCl)c(C)nc12	3	-0.2	26
COc1ccc(C(CNC(=O)c2oc3c(Cl)cccc3c2C)N2CCCC2)cc1 (stereo not drawn)	-26	0.0	20
COc1cc(/C=C(/NC(=O)c2ccccc2)C(=O)Nc2cccc(O)c2)c([N+](=O)[O-])cc1OC	-12	-1.5	11
COc1ccc(N(CC(=O)NCc2ccncc2)S(=O)(=O)c2ccccc2[N+](=O)[O-])c(OC)c1	-7	-0.7	20
COc1ccc(/C=C2/SC(=S)N(CCCC(=O)Nc3ccc(O)cc3)C2=O)cc1	-3	0.5	12
COc1ccc(N2C(=O)c3ccc(NC(C)=O)cc3C2=O)cc1	9	-2.0	22
COc1ccc(-n2nc3cc(C)c(NC(=O)c4cccnc4)cc3n2)cc1	-4	-0.1	16
COc1ccc(-n2c(Cc3cc(=O)[nH]c(=O)[nH]3)nnc2SCC(=O)N2CCC(C)CC2)cc1	-1	0.1	7
COc1ccc(NC(=O)C(=S)N2CCCC2)cc1	-11	0.1	15
COc1ccc(/C=N/NC(=O)c2cc(C)oc2C)cc1OCc1ccccc1	-17	0.2	19

Screens as filed in PubChem BioAssay.
